Bioassay records (PubChem BioAssay)
MLLE-PAM2 inh: blocks PAM2 peptide binding to the PABP1 MLLE domain; P11940; 0.36% of 360,000 active; GST-MLLE / FITC-PAM2 fluorescence polarization; inhibition, % at 20 µM; in the data active = inhibition above about 35%, passing the limit was not always enough;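 also: plate controls were DMSO wells with GST-MLLE for no effect and wells lacking GST-MLLE protein for full effect; some results filed as inactive read as strong as hits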
SUMO1-SIM PPI: SUMO1-SIM interaction modulation | P63165 | SUMO1 binding to a labelled peptide, TR-FRET, 1 h | inhibition, % at 20 µM | 0.33% of 360,000 active; in the data active = inhibition above about 37%
CSN deneddyl inh: CSN deneddylation inhibition. Q92905. inhibition, % at 12.5 µM. Purified CSN, SCF-Nedd8-OG deneddylation, fluorescence polarization. AID 651999. 0.38% of 360,000 active;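 active = pattern-corrected inhibition above about 35%, with an unprinted fluorescence ratio check between 0.5 and 1.5, limit read from the data, passing the limit was not always enough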;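 also: 0% = enzyme with substrate and 100% = substrate without enzyme; some results filed as inactive read as strong as hits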
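Schedule: reaction 90 min, room temperature / Assay system: HEK293T-derived human Csn5 enzyme / Input: Csn5 at 0.24 nM final / Measure: inhibition of Csn5 cleavage, % / Control set: substrate-only high control, full reaction low control / Technique: fluorescence polarization of the substrate / Buffer or medium: Tris/NaCl/DTT buffer, pH 7.5 / Reagent: SCFSkp2-Nedd8OG substrate at 10 nM final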
DNMT1 block: blocks human DNA methyltransferase DNMT1; DNMT1 molecular beacon, Hinp1I cleavage, fluorescence; 0.83% of 360,000 active; P26358; inhibition (reported as % activation of signal), % at 10 µM; AID 588458; in the data active = inhibition above about 50%
Target sequence (P26358 504-1616 limits assumed): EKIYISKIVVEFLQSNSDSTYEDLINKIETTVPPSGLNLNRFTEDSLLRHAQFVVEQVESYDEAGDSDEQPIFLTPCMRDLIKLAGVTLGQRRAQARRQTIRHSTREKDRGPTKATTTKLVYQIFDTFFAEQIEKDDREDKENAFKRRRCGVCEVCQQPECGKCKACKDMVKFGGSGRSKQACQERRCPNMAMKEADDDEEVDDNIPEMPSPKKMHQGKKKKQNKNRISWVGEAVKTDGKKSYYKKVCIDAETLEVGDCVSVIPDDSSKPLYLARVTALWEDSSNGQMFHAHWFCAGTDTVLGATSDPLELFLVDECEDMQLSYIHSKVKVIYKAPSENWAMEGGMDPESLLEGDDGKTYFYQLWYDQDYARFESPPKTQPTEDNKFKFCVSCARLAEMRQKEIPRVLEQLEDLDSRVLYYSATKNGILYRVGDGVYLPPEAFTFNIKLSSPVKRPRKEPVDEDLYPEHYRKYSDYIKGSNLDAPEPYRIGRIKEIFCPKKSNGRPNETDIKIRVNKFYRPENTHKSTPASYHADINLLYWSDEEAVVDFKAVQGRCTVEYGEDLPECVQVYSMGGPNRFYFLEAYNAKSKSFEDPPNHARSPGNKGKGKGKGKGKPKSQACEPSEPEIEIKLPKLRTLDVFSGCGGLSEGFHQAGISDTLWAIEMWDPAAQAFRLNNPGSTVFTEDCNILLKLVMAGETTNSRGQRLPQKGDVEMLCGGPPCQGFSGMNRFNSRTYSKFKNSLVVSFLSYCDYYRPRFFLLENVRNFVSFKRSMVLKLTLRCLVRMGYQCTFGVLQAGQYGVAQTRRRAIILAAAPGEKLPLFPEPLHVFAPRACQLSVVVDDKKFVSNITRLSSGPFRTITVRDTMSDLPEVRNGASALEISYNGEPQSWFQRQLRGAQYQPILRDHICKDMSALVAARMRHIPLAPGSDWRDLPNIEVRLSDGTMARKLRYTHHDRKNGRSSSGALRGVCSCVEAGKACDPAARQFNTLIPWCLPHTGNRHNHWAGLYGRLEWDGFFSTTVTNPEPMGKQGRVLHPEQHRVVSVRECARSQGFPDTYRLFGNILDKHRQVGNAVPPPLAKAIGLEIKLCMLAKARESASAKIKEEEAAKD
Scp-1 inhibitor: blocks human Scp-1 phosphatase activity; 0.88% of 340,000 active; inhibition, % at 20 µM; Recombinant Scp1, phosphopeptide, malachite green phosphate absorbance; Q9GZU7;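 active = inhibition above about 50% at 20 µM, limit read from the data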;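 also: plate controls were DMSO wells with enzyme for no effect and wells lacking enzyme for full effect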
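Material: truncated SCP-1 phosphatase (76-261aa) / Buffer or medium: 50 mM Tris acetate pH 5.5, 0.005% Tween-20, 10 mM MgCl2 / Compound dosing: one concentration, 20 µM, with 1.0% DMSO / Incubation: 45 min room-temperature reaction, 5 min colour, 30 min stabiliser / Detection: colorimetric free-phosphate detection, absorbance 630 nm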
LMPTP block: blocks human LMPTP phosphatase | 0.22% of 360,000 active | inhibition, % at 20 µM | P24666 | recombinant LMPTP-A, OMFP fluorogenic substrate, fluorescence intensity;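 active = compounds that cut the enzyme signal by at least half of the control window in the single-dose screen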;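 also: plate controls were DMSO wells with enzyme plus substrate for no effect and substrate without enzyme for full effect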
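Material: LMPTP-A; amount: 0.625 nM enzyme; doses: single 20 µM dose; times: reaction 50 min, room temperature, dark; technique: fluorescence intensity of OMFP turnover product; benchmarks: no-enzyme and uninhibited controls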
STEP inh: blocks human striatal-enriched tyrosine phosphatase | P54829 | recombinant STEP, OMFP fluorogenic substrate, fluorescence | inhibition, % at 20 µM | 0.25% of 360,000 active | AID 588621;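 active = inhibition at 20 µM, scaled per plate between control wells, above about 37%, limit read from the data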;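 also: 0% = DMSO with enzyme and substrate and 100% = substrate only without enzyme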
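material = STEP tyrosine phosphatase | reagent = fluorogenic phosphatase substrate OMFP at 25 µM final | doses = single compound dose of 20 µM, 1% DMSO final | schedule = 20 min reaction, room temperature, in the dark | measured by = fluorescence, 480/540 nm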
NadD block: inhibitors of Staphylococcus aureus NadD | inhibition, % at 20 µM | purified NadD enzyme, colorimetric absorbance read-out | 0.78% of 360,000 active; in the data active = inhibition above about 26%; also: some compounds past the cut are filed as inactive
Tb MetRS inh: blocks T. brucei methionyl-tRNA synthetase activity. 0.4% of 360,000 active. inhibition, % at 11.9 µM. AID 624268. purified T. brucei MetRS, ATP depletion, Kinase-Glo luminescence;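 active = inhibition above a per-plate cutoff of the control wells' mean inhibition plus 3 SD, cut at about 5.5% in these data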;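 also: 0% = DMSO wells median and 100% = median of wells with control inhibitor compound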
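Material – parasite MetRS enzyme · Medium – HEPES-MgCl2-KCl buffer plus DTT, spermine, BSA, pyrophosphatase · Reagent – ATP, methionine and E. coli bulk tRNA substrates · Times – 15 min enzyme-compound preincubation, 2 h reaction, 10 min detection, 25 °C · Measured by – luminescence of leftover ATP · Evaluation – percent inhibition relative to median high and low control wells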
Rpn11 inh: Rpn11 (human) deubiquitinase inhibition; O00487; human 26S proteasome, Ub4-pepOG fluorescence polarization; 20S core pre-blocked with epoxomicin; calls only at 20 µM; 0.59% of 360,000 active; AID 588493;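 active = inhibition at 20 µM, scaled to each plate's controls, above about 33%, limit read from the data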
An asterisk follows results filed as active; i = inactive; / = not tested or not shown.

SMILES	MLLE-PAM2 inh	SUMO1-SIM PPI	CSN deneddyl inh	DNMT1 block	Scp-1 inhibitor	LMPTP block	STEP inh	NadD block	Tb MetRS inh	Rpn11 inh
CC(Oc1ccc2c(-c3ccccc3)cc(=O)oc2c1)C(=O)O (stereo not drawn)	-0.6	6.7	-1.9	-1.2	-5.2	-2.2	-1.0	-5.7	-0.6	i
COC(=O)c1sccc1NC(=O)c1ccc(Cl)s1	-0.8	-3.6	1.3	-0.6	-6.4	1.2	1.6	-0.1	0.0	i
Cc1cccc(C(=O)NNC(=O)C2CCCO2)c1 (stereo not drawn)	-7.5	0.1	-1.0	3.2	-5.0	-0.3	2.9	6.5	-0.4	i
CCOC(=O)N1CCN(C(=O)c2ccc(N(Cc3ccccc3Cl)S(C)(=O)=O)cc2)CC1	25.7	3.6	0.1	2.2	-4.5	0.4	1.6	-3.0	0.3	i
O=c1cc(-c2ccc(O)c(-c3c(O)cc(O)c4c(=O)cc(-c5ccc(O)cc5)oc34)c2)oc2cc(O)cc(O)c12	4.4	39.2	-0.9	30.3	2.6	1.2	-3.0	77.3*	0.5	i
FC(F)(F)c1ccc(CN2C[C@@H]3C(c4ccccc4)C4(c5cccnc5)CC3(C4)[C@H]2c2ccccc2)cc1 (stereo partly drawn)	-8.3	5.9	-0.3	0.6	3.9	11.4	6.4	25.2	-0.3	i
CCCCCCC(=O)N1CCCC(c2nc(-c3cccc(OC)c3)no2)C1 (stereo not drawn)	-8.9	1.1	-0.5	0.2	-13.7	6.0	5.5	-3.6	-0.1	i
NS(=O)(=O)c1cccc(NC(=O)COC(=O)CCCc2c[nH]c3ccccc23)c1	-11.7	-1.3	6.5	-6.7	-0.7	2.0	3.3	0.6	-1.3	i
Cc1ccc(NC(=O)C2CCCN(C(=O)c3ccc(Cl)cc3)C2)cc1C (stereo not drawn)	-4.4	-2.5	-5.0	2.9	0.2	0.1	-1.5	-0.3	-0.9	i
CC1C(=O)N(Cc2ccc([N+](=O)[O-])cc2)c2ccccc2N1C(=O)c1c(F)cccc1F (stereo not drawn)	7.6	-17.4	-1.7	-5.2	-2.8	-0.6	-1.4	-12.3	-1.5	i
Cc1cccc(C(=O)NC(=S)N(C)C2CCCCC2)c1	-0.3	4.9	2.5	3.0	-1.8	0.3	4.5	-1.2	-0.2	i
CCc1nc2ccc(C(=O)NCCc3c[nH]c4ccccc34)cn2c1N(C=O)CCC(C)C	-5.2	4.0	1.3	-0.8	/	2.1	-1.4	2.8	-0.1	i
O=S(=O)(NC1CCCC1)c1ccc(F)cc1F	-5.1	6.7	-2.6	-3.8	/	0.8	0.8	4.1	-0.2	i
CC(C)c1ccc(CC(=O)N2CCC2(C)C(=O)Nc2ccc3c(c2)OCO3)cc1 (stereo not drawn)	14.8	2.6	-5.2	-0.3	/	1.3	-1.4	-4.9	-0.3	i
CC(C(=O)NC1CCCC1)n1c(C2CC2)nc2ccccc21 (stereo not drawn)	/	0.0	0.7	/	/	-1.5	/	/	-0.5	/
COc1ccccc1CNC(=O)/C(C#N)=C/c1ccc(OC)c(OC)c1OC	12.7	-8.5	4.6	0.5	-9.7	0.5	1.0	-6.0	-0.9	i
Cc1ccc(Cn2cnc3sc4c(c3c2=O)CCC4)c(C)c1	-2.1	1.8	0.0	1.7	-13.4	1.8	1.9	-9.7	-0.4	i
Cc1ccccc1N1C(=O)C2C3C=CC(C2C1=O)N(C)C3=O (stereo not drawn)	14.3	-0.5	-2.7	2.0	-0.3	-1.1	-2.3	-7.3	-0.5	i
C[C@H]1C(=O)N(C)CCN1C(=O)c1ccccc1OC1CCN(S(C)(=O)=O)CC1	-2.8	-0.4	2.8	0.8	-3.9	-1.0	1.1	-1.4	0.3	i
CCCCCCCC(=O)OCC(=O)[C@@]1(O)CC[C@H]2[C@@H]3CCC4=CC(=O)CC[C@]4(C)[C@H]3[C@@H](O)C[C@@]21C	17.1	6.6	1.5	-4.4	-20.0	1.9	-2.0	-0.3	-0.1	i
Cc1cc(C(=O)OCC(=O)N2C(C)CCCC2C)c(C)o1 (stereo not drawn)	5.3	7.1	-1.0	3.1	-7.0	-1.5	1.5	6.9	-0.7	/
CCOc1ccccc1CNC(=O)CCCc1cn(C)c2ccccc12	2.1	12.5	0.5	-4.5	-16.1	0.6	6.0	-6.1	0.1	i
COC(=O)c1cc(=O)c2c([N+](=O)[O-])ccc(OC)c2o1	-14.2	-10.4	0.1	2.5	-5.1	-1.5	0.8	-8.8	0.4	i
NC(=O)CSc1nnc(-c2ccncc2)o1	8.5	3.2	-0.8	-2.2	6.4	-2.2	-0.2	1.4	-1.6	i
COc1ccc(Cc2c(O)nc[nH]c2=O)cc1	3.3	15.9	1.8	0.8	2.2	-0.1	-4.4	-4.3	-1.4	i
Cc1ccc(C(=O)NC2CCCc3c2cnn3-c2ccc(F)cc2F)cn1 (stereo not drawn)	6.2	0.0	1.9	1.7	/	0.3	0.6	-4.4	-0.7	i
CCN(c1ccc(OC)cc1)S(=O)(=O)c1ccc2c(c1)NC(=O)CS2	1.7	-7.3	-2.4	-1.2	7.7	2.0	-0.9	-2.7	-1.7	i
COCCN(Cc1ccccc1)C(=O)c1c(C)nn(-c2ccccc2)c1C	-4.8	2.8	4.5	-2.1	-1.5	-0.6	0.8	-2.8	-0.1	i
Fc1ccc(C(Nc2ccccn2)c2c[nH]c3ccccc23)cc1 (stereo not drawn)	-4.5	1.9	-0.6	0.1	-8.0	0.7	-1.0	-5.2	-0.3	i
CCSc1nc(O)cc(=O)n1CC	7.4	3.8	-3.5	0.9	-7.1	-0.6	-2.9	-3.0	0.4	i
CCN(C(=O)CSc1nc2ccc(O)cc2c(=O)n1-c1ccc(OC)c(OC)c1)C1CCS(=O)(=O)C1 (stereo not drawn)	-9.3	-4.7	-5.4	2.9	-9.0	-2.6	-1.0	-3.4	-0.2	i
CCCCOc1ccc(/C(O)=C2/C(=O)C(=O)N(CCCOC)C2c2ccncc2)cc1 (stereo not drawn)	13.0	-10.3	-4.5	-0.4	6.2	-2.2	5.0	5.3	-0.4	i
CCOC(=O)c1ccc(N2C(=O)c3n[nH]c(C)c3C2c2ccc(OC)cc2)cc1 (stereo not drawn)	3.6	-1.4	5.5	-1.5	-5.8	0.5	0.1	3.4	-0.9	i
Cc1nnc2sc(SCc3ccccc3Cl)nn2c1=O	-19.2	-1.0	3.5	0.2	-1.0	-2.1	-0.2	-4.5	-0.8	i
CCOC(=O)N1CCN(Cc2cn[nH]c2-c2cc3ccccc3o2)CC1	2.8	1.6	-3.0	-3.7	-4.6	0.5	1.4	-2.6	-0.2	i
COc1ccc(-c2cc(-c3cc(OC)ccc3O)[nH]n2)cc1	-2.9	4.8	1.0	-14.0	-6.7	2.4	2.5	-2.4	0.0	i
COc1cc(C(C(=O)NC(C)(C)C)N(Cc2ccc3c(c2)OCO3)C(=O)c2cnccn2)cc(OC)c1OC (stereo not drawn)	5.3	0.8	2.1	0.9	-5.2	-1.9	-3.1	1.9	-0.2	i
COc1ccc(N2CCN(C(=O)NCc3ccc(OC)c(OC)c3)CC2)cc1	-7.1	-1.2	-1.0	-1.4	-0.6	-0.5	1.4	0.5	-1.0	i
O=C(c1ccco1)c1cn[nH]c1-c1ccc(Cl)cc1O	-0.1	1.2	-1.9	-1.5	4.6	-2.7	-1.9	-1.2	-1.0	i
CN1C(=O)c2ccccc2N(C)C1c1cccs1 (stereo not drawn)	-3.8	0.4	0.6	-2.6	9.1	1.0	-1.3	0.4	-1.6	i
Cc1ccnc(NS(=O)(=O)c2ccc(NC(=O)c3cccc(Cl)c3)cc2)n1	-3.3	4.3	0.0	3.1	/	-1.7	1.3	-9.6	0.1	i
CCc1ccc(NC(=O)c2ccc(-n3cncn3)c([N+](=O)[O-])c2)cc1	-70.3	-34.2	-0.2	-5.0	24.4	0.7	-2.9	3.9	13.2*	i
O=C(c1cc(COc2ccc3ncccc3c2)on1)N1CCC[C@H]1CO	1.9	-4.9	1.5	1.8	-7.3	1.2	-4.1	-1.4	-0.3	i
Cc1ccc(S(=O)(=O)NCCc2nnc3ccc(N4CCOCC4)nn23)cc1	-6.1	-0.6	-1.4	5.3	/	0.6	-2.0	2.1	-0.2	i

In the list so far, these have a Cl atom:
SMILES	MLLE-PAM2 inh	SUMO1-SIM PPI	CSN deneddyl inh	DNMT1 block	Scp-1 inhibitor	LMPTP block	STEP inh	NadD block	Tb MetRS inh	Rpn11 inh
COC(=O)c1sccc1NC(=O)c1ccc(Cl)s1	-0.8	-3.6	1.3	-0.6	-6.4	1.2	1.6	-0.1	0.0	i
CCOC(=O)N1CCN(C(=O)c2ccc(N(Cc3ccccc3Cl)S(C)(=O)=O)cc2)CC1	25.7	3.6	0.1	2.2	-4.5	0.4	1.6	-3.0	0.3	i
Cc1ccc(NC(=O)C2CCCN(C(=O)c3ccc(Cl)cc3)C2)cc1C (stereo not drawn)	-4.4	-2.5	-5.0	2.9	0.2	0.1	-1.5	-0.3	-0.9	i
Cc1nnc2sc(SCc3ccccc3Cl)nn2c1=O	-19.2	-1.0	3.5	0.2	-1.0	-2.1	-0.2	-4.5	-0.8	i
O=C(c1ccco1)c1cn[nH]c1-c1ccc(Cl)cc1O	-0.1	1.2	-1.9	-1.5	4.6	-2.7	-1.9	-1.2	-1.0	i
Cc1ccnc(NS(=O)(=O)c2ccc(NC(=O)c3cccc(Cl)c3)cc2)n1	-3.3	4.3	0.0	3.1	/	-1.7	1.3	-9.6	0.1	i

Hits appear at their usual frequency, and some 3.6% of all compounds hit somewhere here.
